# HBB splice mod = qHTS Assay for Modulators of Hemoglobin Beta Chain Splicing. 65,000 tested, 0.06% active. Potency, µM (series often up to 46.1 µM), for the others: at the top dose activation, usual class: activators. AID 925, 2007. HBB splicing reporter cell assay, activation; EGFP reporter with mutant IVS2-654 intron; response scale: normalised to 500 nM splice-correcting PNA; also: 0% is about no effect
#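 Compounds were applied for 2 days to HeLa EGFP-654 cells, 500/well in Optimem with 2% FCS. The reporter's EGFP is disrupted by mis-splicing of beta-globin intron IVS2-654. Readout: summed well GFP fluorescence from 488 nm laser scanning; reference was 500 nM antisense […] 654 PNA.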
# ALOX15 inhib = qHTS Assay for Inhibitors of 15-hLO (15-human lipoxygenase). Potency, µM (highest dose often 57.1 µM), inactives show top-dose activity change, negative = inhibition, hits mostly inhibitors. AID 887, 2007. Polyunsaturated fatty acid lipoxygenase ALOX15 (Homo sapiens), P16050. purified 15hLO-1, xylenol orange hydroperoxide absorbance. 74,000 tested, 1.4% active; also: % is scaled to controls: 0 for no effect and ±100 for the full control effect; nearly all actives have a fitted effect of over 55% in size
# Target sequence (P16050 whole entry, looked up): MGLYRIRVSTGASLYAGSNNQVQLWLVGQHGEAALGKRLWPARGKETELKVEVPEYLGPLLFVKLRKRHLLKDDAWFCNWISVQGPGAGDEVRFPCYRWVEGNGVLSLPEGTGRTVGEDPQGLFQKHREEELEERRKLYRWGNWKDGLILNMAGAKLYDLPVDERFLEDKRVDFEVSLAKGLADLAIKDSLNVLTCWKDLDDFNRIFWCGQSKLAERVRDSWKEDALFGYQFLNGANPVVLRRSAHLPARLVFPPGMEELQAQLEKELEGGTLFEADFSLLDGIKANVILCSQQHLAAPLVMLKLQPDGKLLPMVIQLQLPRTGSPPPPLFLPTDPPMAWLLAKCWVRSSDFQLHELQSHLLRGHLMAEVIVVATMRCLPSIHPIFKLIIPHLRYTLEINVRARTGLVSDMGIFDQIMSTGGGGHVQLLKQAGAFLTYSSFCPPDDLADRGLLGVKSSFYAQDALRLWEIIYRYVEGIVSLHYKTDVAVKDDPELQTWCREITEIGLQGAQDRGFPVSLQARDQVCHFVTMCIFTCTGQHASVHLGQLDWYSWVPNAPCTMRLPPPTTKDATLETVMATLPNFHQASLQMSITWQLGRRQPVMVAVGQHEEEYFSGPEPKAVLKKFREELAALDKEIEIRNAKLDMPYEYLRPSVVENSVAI
#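 Hydroperoxide formed from arachidonic acid (50 uM) by purified human 15hLO-1 (40 nM) oxidizes ferrous iron, and the ferric-xylenol orange complex is read at 573 versus 405 nm. Compounds were preincubated 15 min; reaction ran 6 min at room temperature.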
# HADH2 inh = qHTS Assay for Inhibitors of HADH2 (Hydroxyacyl-Coenzyme A Dehydrogenase, Type II); 3-hydroxyacyl-CoA dehydrogenase type-2 (Homo sapiens), Q99714; recombinant HADH2, NADH fluorescence, beta-hydroxybutyryl-CoA; 73,000 tested, 3.4% active; Potency, µM (top dose mostly 57.1 µM), for inactives: at the highest dose activity change, negative = inhibition, usual class: inhibitors; also: % is scaled to controls: 0 for no effect and ±100 for the full control effect; nearly all actives have a fitted effect of over 60% in size; many of its hits are not listed in these tables
# Target sequence (Q99714 whole entry, looked up, one chain of several): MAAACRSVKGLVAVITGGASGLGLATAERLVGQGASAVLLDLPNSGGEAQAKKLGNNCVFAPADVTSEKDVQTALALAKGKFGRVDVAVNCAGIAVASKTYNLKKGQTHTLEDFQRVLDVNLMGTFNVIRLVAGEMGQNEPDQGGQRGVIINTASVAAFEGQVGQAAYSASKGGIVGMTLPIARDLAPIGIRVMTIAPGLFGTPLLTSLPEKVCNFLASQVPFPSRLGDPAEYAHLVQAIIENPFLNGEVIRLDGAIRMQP
#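 Activity measured as NADH fluorescence gain (360/450 nm), taken as the change between first and last reads of a 4-min kinetic run. Conditions: pH 9.0 Tris buffer, 20 nM E. coli-expressed His-tagged enzyme, 1 mM NAD+, 90 uM beta-hydroxybutyryl-CoA; 15-min compound preincubation.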
# Numbers without * were called inactive; ? = inconclusive; & = joins results of further samples; [ ] = dose if it differs, or a comment. Calls follow the shape of the dose curve; as a rule, active = well fitted curve in the direction sought with a large enough effect; inconclusive = small, poorly fitted or top-dose-only effect, or another doubt; inactive = no such curve, though single readings can be large; an effect the other way counts as inactive or inconclusive. Potency is read from the fitted curve at half-maximal effect. This is a subset; count on the stated rates, not on these rows.
mol	HBB splice mod	ALOX15 inhib	HADH2 inh
CCOC(=O)OCC1OC(CCc2ccccc2)CCC1Oc1ccc(OC)cc1 (centres undefined)	1.1%[9.22 µM]	-2%[11.4 µM]	3%[11.4 µM]
N=C(N)c1ccc(N2CCN(C3CCN(CC(=O)O)CC3)CC2)cc1	0.1%	?	-12%
O=C1[C@H]2[C@H]3[C@H](O)[C@H](O)C/C(=N/OCc4ccccc4)[C@H]3CC[C@@H]2C(=O)N1Cc1ccccc1	0.2%[9.22 µM]	6%[11.4 µM]	-4%[11.4 µM]
C#CCCCO/N=C1/C[C@@H](O)[C@@H](O)[C@@H]2[C@@H]3C(=O)N(Cc4ccccc4)C(=O)[C@H]3CC[C@H]12	0.1%[9.22 µM]	-6%[11.4 µM]	7%[11.4 µM]
CC(=O)OCC1OC(C#Cc2ccc(C)cc2C)C=CC1OC(C)=O (centres undefined)	1.5%[9.22 µM]	-5%[11.4 µM]	-20%[11.4 µM]
C[C@@H](c1ccccc1)N1C(=O)[C@@H]2[C@H]3C(=CC[C@H]2C1=O)C(=O)[C@H]1O[C@H]1[C@H]3O	-1.3%[9.22 µM]	-11%[11.4 µM]	-17%[11.4 µM]
C/C(CCN1CCc2nc(-c3ccccc3)c(-c3ccccc3)cc2C1)=N\O[C@@H](C)c1cc(-c2c(C)cc(C)cc2C)no1	-0.8%[9.22 µM]	4%[11.4 µM]	3%[11.4 µM]
CO[C@@H]1COC(=O)C/C=C\[C@@H](C)[C@H](OC)COC(=O)[C@@H](C)COC(=O)C/C=C\[C@H]1C	0.0%[9.22 µM]	5%[11.4 µM]	1%[11.4 µM]
CC(C)CN1CCc2nc(-c3ccccc3)c3c(c2C1)COC(C)C3 (centres undefined)	2.0%[9.22 µM]	-13%[11.4 µM]	3%[11.4 µM]
CO[C@@H]1COC(=O)[C@H](C)NC(=O)C/C=C\[C@@H](C)[C@@H](NS(=O)(=O)c2ccc(C)cc2)COC(=O)C/C=C\[C@@H]1C	0.5%[9.22 µM]	5%[11.4 µM]	5%[11.4 µM]
CCCNC(=O)OC[C@@H]1O[C@H](CCO/N=C\C[C@H]2C=C[C@H](OC(C)=O)[C@@H](COC(C)=O)O2)C=C[C@@H]1Oc1ccc(OC)cc1	0.8%[9.22 µM]	0%[11.4 µM]	28%[11.4 µM]
CCOC(=O)CCN1C(=O)[C@H]2[C@H]3[C@H](O)[C@H](O)C/C(=N/NC(=O)OCc4ccccc4)[C@H]3CC[C@@H]2C1=O	1.6%[9.22 µM]	7%[11.4 µM]	-3%[11.4 µM]
O=C1C[C@@H](O)[C@@H](O)[C@H]2[C@@H]3C(=O)N(Cc4ccccc4)C(=O)[C@@H]3CC[C@H]12	2.0%&1.9%[9.22 µM]	11%&6%[11.4 µM]	-5%&-2%[11.4 µM]
COc1cccc(C2NC(C(=O)O)CCC2C)c1 (centres undefined)	5.6%[9.22 µM]	10%[11.4 µM]	-9%[11.4 µM]
COc1ccc(OC)c(-c2ccccc2/C=N/NS(=O)(=O)c2ccc(C)cc2)c1	1.9%[9.22 µM]	5%[11.4 µM]	-2%[11.4 µM]
COCOc1ccc(Br)cc1C(=O)/C=C\c1ccc2c(c1)OCO2	-0.6%[9.22 µM]	-5%[11.4 µM]	-10%[11.4 µM]
CCCCCCCCCCCCCCCC(=O)OC(CO)CO	0.6%	-15%	17%
C#CCCCO/N=C1/[C@H]2O[C@@H]2[C@@H](O)[C@H]2[C@H]1CCn1c(=O)n(C)c(=O)n12	-1.1%[9.22 µM]	8%[11.4 µM]	2%[11.4 µM]
CO[C@H]1COC(=O)C/C=C\[C@H](C)[C@@H](OC)COC(=O)C/C=C\[C@@H]1C	0.1%[9.22 µM]	6%[11.4 µM]	-2%[11.4 µM]
CC(C)=CCC/C(C)=C/CO/N=C1/C[C@@H](O)[C@@H](O)[C@@H]2[C@@H]3C(=O)N(C(C)(C)C)C(=O)[C@H]3CC[C@H]12	-1.7%[9.22 µM]	-10%[11.4 µM]	2%[11.4 µM]
CC(C)=CCC/C(C)=C/C=C/C1=CC2(C)CC1(C)C(/C=C(\C)CCC=C(C)C)CC2=O (centres undefined)	0.5%[9.22 µM]	-6%[11.4 µM]	7%[11.4 µM]
Cc1ccc(C#CC2C=CC(Oc3ccc4c(c3)OCO4)C(CO)O2)c(C)c1 (centres undefined)	2.2%[9.22 µM]	7%[11.4 µM]	4%[11.4 µM]
COc1cccc(C2C(C)CCC3C(=O)N(C)C(C(C)C)C(=O)N32)c1 (centres undefined)	1.6%[9.22 µM]	23%[11.4 µM]	11%[11.4 µM]
CC(=O)O[C@H]1C2=CO[C@H](C)[C@H]3[C@H]4C5=C([C@H](O)[C@H]6O[C@@H]6C5=O)[C@H](O[C@H]4C)[C@@]23C(=O)[C@H]2O[C@@H]21	-0.7%[9.22 µM]	3%[11.4 µM]	-12%[11.4 µM]
CC(C)CO/N=C1/C[C@@H](O)[C@@H](O)[C@@H]2[C@@H]3C(=O)N(Cc4ccccc4)C(=O)[C@H]3CC[C@H]12	2.3%[9.22 µM]	3%[11.4 µM]	7%[11.4 µM]
COc1ccc(C#CC2C=CC(Oc3cc(C)cc(C)c3)C(CO)O2)cc1 (centres undefined)	-0.5%[9.22 µM]	-2%[11.4 µM]	0%[11.4 µM]
C=C/C1=C/Cc2ccccc2C(C[N+](=O)[O-])C(C(=O)OC)(C(=O)OC)C1 (centres undefined)	1.6%[9.22 µM]	-12%[11.4 µM]	-26%[11.4 µM]
COC(=O)[C@H](CCSC)NC(=O)C/C=C\[C@@H](C)CO	2.8%[9.22 µM]	6%[11.4 µM]	-2%[11.4 µM]
O=C1C[C@@H](O)[C@@H](O)[C@H]2[C@@H]3C(=O)N(Cc4ccc5c(c4)OCO5)C(=O)[C@@H]3CC[C@H]12	2.9%&3.0%[9.22 µM]	0%&7%[11.4 µM]	-11%&-5%[11.4 µM]
COC(=O)C/C=C\[C@@H](C)[C@@H](CO)NS(=O)(=O)c1ccc(C)cc1	0.8%[9.22 µM]	8%[11.4 µM]	-6%[11.4 µM]
O=C1[C@H]2[C@H]3[C@H](O)[C@H](O)C/C(=N/OCc4ccccc4)[C@H]3CC[C@@H]2C(=O)N1C1CCCCC1	3.4%[9.22 µM]	-1%[11.4 µM]	3%[11.4 µM]
CC(=O)c1ccc(C2C=CC(O)C(CO)O2)cc1 (centres undefined)	3.1%[9.22 µM]	7%[11.4 µM]	0%[11.4 µM]
CC(=O)OCC1OC(c2cc(C)cc(C)c2)C=CC1OC(C)=O (centres undefined)	1.8%[9.22 µM]	16%[11.4 µM]	3%[11.4 µM]
COc1ccc(OC[C@@H](CO)OC)cc1	0.3%[9.22 µM]	15%[11.4 µM]	2%[11.4 µM]
COc1cccc([C@@H]2Oc3ccc(OC)cc3/C(=N/O[C@@H](C)c3cn([C@H]4COC[C@H]4O)nn3)[C@@H]2O)c1	1.4%[9.22 µM]	8%[11.4 µM]	-2%[11.4 µM]
O=C1C[C@@H](O)[C@@H](O)[C@@H]2[C@H]3C(=O)N(c4ccc(F)cc4F)C(=O)[C@@H]3CC[C@@H]12	1.3%[9.22 µM]	4%[11.4 µM]	-4%[11.4 µM]
COC(=O)[C@@H]1[C@@H](O)[C@]2(O)c3ccccc3O[C@]2(c2ccccc2)[C@H]1c1ccccc1	0.7%[9.22 µM]	-1%[11.4 µM]	-4%[11.4 µM]
CC12C=C(/C=C/CCc3ccco3)C(C)(C1)C(CCc1ccco1)CC2=O (centres undefined)	2.9%[9.22 µM]	?	?
C=C(C)C(O)/C=C/c1cccc(OC)c1 (centres undefined)	0.4%[9.22 µM]	2%[11.4 µM]	3%[11.4 µM]
CC(=O)OC[C@@H]1O[C@@H](O/N=C2/C[C@@H](O)[C@@H](O)[C@@H]3[C@@H]4C(=O)N(C[C@@H]5CCCO5)C(=O)[C@H]4CC[C@H]23)[C@H](OC(C)=O)[C@H](OC(C)=O)[C@@H]1OC(C)=O	2.1%[9.22 µM]	1%[11.4 µM]	4%[11.4 µM]
COc1ccc(/C=C/N(CCc2ccc(OC)c(OC)c2)C(=O)C(F)(F)F)cc1	1.9%[9.22 µM]	3%[11.4 µM]	18%[11.4 µM]
CO[C@H]1COC(=O)C/C=C\[C@@H](C)COC(=O)[C@H]2CCCN2C(=O)C/C=C\[C@H]1C	0.6%[9.22 µM]	1%[11.4 µM]	4%[11.4 µM]
COc1ccc(OC2C=CC(C#Cc3ccc(Br)cc3)OC2CO)c(C(C)(C)C)c1 (centres undefined)	0.3%[9.22 µM]	-30%[11.4 µM]	3%[11.4 µM]
C#CCCCO/N=C1/C[C@@H](O)[C@@H](O)[C@@H]2[C@H]3C(=O)N(c4ccc(F)cc4F)C(=O)[C@@H]3CC[C@H]12	-0.7%[9.22 µM]	6%[11.4 µM]	7%[11.4 µM]
O=C1OCCC=C1[C@@H](O)CCc1ccccc1	3.6%[9.22 µM]	9%[11.4 µM]	-6%[11.4 µM]
CC1(O)C(=O)C=C2C=C(CCCCOCc3ccccc3)OC=C2C1=O (centres undefined)	1.9%[9.22 µM]	-22%[11.4 µM]	-9%[11.4 µM]
CC1CCC2C(=O)N3C(CCC(C)[C@@H]3c3ccc(Br)cc3)C(=O)N2C1c1ccc(Br)cc1 (some centres undefined)	1.0%[9.22 µM]	-15%[11.4 µM]	8%[11.4 µM]
CCOC(=O)[C@]1(C(NC(=O)OC)c2ccco2)CCCC1=O (some centres undefined)	1.9%[9.22 µM]	10%[11.4 µM]	-9%[11.4 µM]
CCCC[C@@H]1CN2[C@H](c3ccc(Br)cc3)[C@@H](C)CC[C@H]2C(=O)O1	3.5%[9.22 µM]	16%[11.4 µM]	-1%[11.4 µM]
CC#CCOCC/C=C1/c2ccccc2C(OC)C1C (centres undefined)	0.8%[9.22 µM]	3%[11.4 µM]	1%[11.4 µM]
